Compound activity: PubChem, Sanford-Burnham Center for Chemical Genomics
CCR6 antagonist: antagonists of human CCR6 receptor; CHO-K1 CCR6 PathHunter beta-arrestin, luminescence, CCL20-stimulated; actives 0.49% (n = 340,000); inhibition, % at 20 µM; P51684;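 active = compounds whose inhibition of the agonist-driven luminescence signal at 20 µM reaches about 50%, limit read from the data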;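 also: cells stimulated with CCL20 at 14 nM final; plate controls were DMSO with CCL20 for no effect and DMSO without agonist for full effect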
Target sequence (P51684 whole entry, looked up): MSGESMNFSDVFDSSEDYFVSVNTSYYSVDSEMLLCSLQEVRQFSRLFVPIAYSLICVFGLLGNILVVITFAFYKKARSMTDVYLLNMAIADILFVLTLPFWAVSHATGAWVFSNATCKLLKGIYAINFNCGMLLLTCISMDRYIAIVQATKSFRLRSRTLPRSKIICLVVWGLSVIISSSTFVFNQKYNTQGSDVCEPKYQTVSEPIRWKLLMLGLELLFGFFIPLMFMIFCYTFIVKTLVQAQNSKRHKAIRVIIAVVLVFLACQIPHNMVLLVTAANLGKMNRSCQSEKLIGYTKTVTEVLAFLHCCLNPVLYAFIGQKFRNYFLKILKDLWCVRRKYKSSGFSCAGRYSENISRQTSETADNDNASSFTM
ATG4B inhibitor: inhibitors of human ATG4B cysteine protease; AID 504462; inhibition, % at 8.33 µM; ATG4B cleavage of LC3-PLA2, NBD-HPC fluorescence, 1 h; actives 0.51% (n = 340,000); in the data active = inhibition above about 40%
Target sequence (Q9Y4P1 whole entry, looked up): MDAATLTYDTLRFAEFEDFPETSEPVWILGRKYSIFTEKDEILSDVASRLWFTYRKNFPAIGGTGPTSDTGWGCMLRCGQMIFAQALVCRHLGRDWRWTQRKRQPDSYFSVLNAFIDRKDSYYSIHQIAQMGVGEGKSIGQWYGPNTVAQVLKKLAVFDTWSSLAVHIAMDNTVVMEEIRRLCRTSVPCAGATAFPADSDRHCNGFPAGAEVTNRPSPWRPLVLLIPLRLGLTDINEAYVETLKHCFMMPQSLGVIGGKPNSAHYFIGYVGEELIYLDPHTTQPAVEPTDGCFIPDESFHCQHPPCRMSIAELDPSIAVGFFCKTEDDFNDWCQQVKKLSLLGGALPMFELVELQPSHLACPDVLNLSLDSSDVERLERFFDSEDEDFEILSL
CXCR6 block: CXCR6 (human) receptor inhibition | actives 0.36% (n = 360,000) | AID 602244 | inhibition, % at 20 µM | CHO-K1 PathHunter CXCR6 beta-arrestin, luminescence; in the data active = inhibition above about 34%, passing the limit was not always enough;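 also: antagonist mode with CXCL16 agonist at 10 nM final; 0% = 10 nM CXCL16 with DMSO and 100% = unstimulated wells without agonist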
APJ antag: antagonists of human APJ apelin receptor. AID 2521. CHO-K1 APJ beta-arrestin complementation, luminescence. P35414. actives 0.32% (n = 330,000). inhibition, % at 20 µM;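 active = inhibition above about 40% at 20 µM, limit read from the data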;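 also: cells challenged with 10 nM apelin-13 agonist together with compound; plate controls were apelin-13 plus DMSO wells for no effect and DMSO wells lacking apelin-13 for full effect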
UBC13 polyUb: inhibitors of human UBC13 polyubiquitin chain formation; actives 0.47% (n = 330,000); inhibition, % at 20 µM; P61088; TR-FRET; in the data active = inhibition above about 45%, passing the limit was not always enough
Target sequence (P61088 whole entry, looked up): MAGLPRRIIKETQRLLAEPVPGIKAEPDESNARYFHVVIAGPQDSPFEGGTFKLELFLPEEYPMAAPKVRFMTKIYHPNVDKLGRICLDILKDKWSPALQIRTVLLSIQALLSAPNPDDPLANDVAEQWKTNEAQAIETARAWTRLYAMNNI
Gli-Sufu block: blocks Gli-Sufu signaling in a luciferase reporter; Sufu-KO-LIGHT fibroblasts, Gli luciferase reporter luminescence; inhibition, % at 5 µM; actives 0.74% (n = 340,000);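 active = inhibition above about 55%, limit read from the data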;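 also: 0% = DMSO-treated cells and 100% = wells with medium but no cells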
EBI2 block: EBI2 (human) antagonism; P32249; EBI2 beta-arrestin recruitment, luminescence, 7a,25-OHC stimulated; actives 0.81% (n = 360,000); inhibition, % at 5 µM; in the data active = inhibition above about 38%;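 also: enzyme fragment complementation signal reports receptor beta-arrestin coupling in cells; 0% = agonist plus DMSO wells and 100% = wells without agonist; some results beyond the cut were filed as inactive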
APJ agonist: activates the human apelin receptor APJ | P35414 | CHO-K1 APJ PathHunter beta-arrestin, luminescence; 0% DMSO wells, 100% apelin | activation, % at 20 µM | actives 0.11% (n = 330,000) | AID 2520;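 active = activation more than six SD over the plate average, tested at 20 µM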;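 also: 0% = DMSO alone and 100% = apelin-13 at 10 nM; some results filed as inactive read as strong as hits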
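Test system: CHO-K1 APJ beta-arrestin complementation cell line. Amount: cell density 1000 per well. Controls: DMSO negative, 10 nM Apelin-13 positive. Signal: luminescent beta-gal fragment complementation, chemiluminescent substrate. Read-out basis: agonist-driven arrestin binding to APJ. Timing: compound stimulation 90 min at 25 °C, detection 60 min.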
An asterisk follows results filed as active; · = not tested or not shown.

SMILES	CCR6 antagonist	ATG4B inhibitor	CXCR6 block	APJ antag	UBC13 polyUb	Gli-Sufu block	EBI2 block	APJ agonist
CCCOc1ccc(-c2c(C(=O)N/N=C(\C)c3ccco3)nnn2-c2nonc2N)cc1	-3	-4	-2	-10	-8	1	6	4
CCOc1ccc2nc(SCC(=O)N(C)C)[nH]c2c1	-11	-2	-5	1	0	-58	1	-2
CNC(=S)N1CCC(n2cnc3ccccc32)CC1	2	1	-1	-6	3	2	-14	-3
CCOC(=O)C1CCN(CCC(=O)Nc2cccc(Cl)c2)CC1	18	-23	-1	-6	-2	1	-3	-7
C=CC[C@@H](CC(=O)OC(C)(C)C)C(=O)OC[C@@H]1CCCN1C(=O)[C@H](CC=C)CC(=O)NCCO	-4	-4	-15	10	7	-12	-9	0
Cc1ccccc1Cn1nc(C)c(NC(=O)C(F)(F)F)c1C	-4	4	-3	11	-9	4	-18	-3
Cc1cc(=O)[nH]c2ccc(Cl)cc12	-10	-5	-1	2	0	-1	2	0
COC(=O)[C@@]1(Cc2ccccc2)[C@H]2C(=O)N(C)C(=O)[C@H]2[C@H]2CN=C(SCC3CC3)N21	5	-2	8	·	·	1	-9	·
CC(C)[C@H](NC(=O)c1ccc(Cl)cc1Cl)C(=O)OCc1nc2ccsc2c(=O)[nH]1	2	-6	-6	·	·	-7	-3	·
Cc1ccc(O)c(C(=O)c2cnc3c(c2)COc2ccccc2-3)c1	4	6	-5	-12	-15	-2	17	-3

The closing 7 compounds of the part above are carried over, then new ones follow:
SMILES	CCR6 antagonist	ATG4B inhibitor	CXCR6 block	APJ antag	UBC13 polyUb	Gli-Sufu block	EBI2 block	APJ agonist
CCOC(=O)C1CCN(CCC(=O)Nc2cccc(Cl)c2)CC1	18	-23	-1	-6	-2	1	-3	-7
C=CC[C@@H](CC(=O)OC(C)(C)C)C(=O)OC[C@@H]1CCCN1C(=O)[C@H](CC=C)CC(=O)NCCO	-4	-4	-15	10	7	-12	-9	0
Cc1ccccc1Cn1nc(C)c(NC(=O)C(F)(F)F)c1C	-4	4	-3	11	-9	4	-18	-3
Cc1cc(=O)[nH]c2ccc(Cl)cc12	-10	-5	-1	2	0	-1	2	0
COC(=O)[C@@]1(Cc2ccccc2)[C@H]2C(=O)N(C)C(=O)[C@H]2[C@H]2CN=C(SCC3CC3)N21	5	-2	8	·	·	1	-9	·
CC(C)[C@H](NC(=O)c1ccc(Cl)cc1Cl)C(=O)OCc1nc2ccsc2c(=O)[nH]1	2	-6	-6	·	·	-7	-3	·
Cc1ccc(O)c(C(=O)c2cnc3c(c2)COc2ccccc2-3)c1	4	6	-5	-12	-15	-2	17	-3
O=C(NCc1ccco1)C(c1ccco1)N(C(=O)Cn1nnc2ccccc21)c1ccc2c(c1)CCC2 (stereo not drawn)	7	-12	-2	4	-10	9	-12	-2
CN(C)CCNC(=O)c1cccc2[nH]c(-c3ccncc3)nc12	-7	-1	-4	·	·	9	-2	·
O=C(NCCc1ccncc1)C12CC3CC(CC(C3)C1)C2	1	-5	-3	7	4	-1	-10	0
CN(C)S(=O)(=O)N1CCC(Oc2cccc(C(=O)NC3CCCCC3)c2)CC1	6	2	-17	16	-1	42	7	-1
CCc1cc(=O)oc2cc(OCC(=O)N3CCC(C(N)=O)CC3)ccc12	-6	-21	-2	-35	-3	5	1	-2
O=C(CCC(=O)c1ccc(F)cc1)NCC1(N2CCCCC2)CCCCC1	12	5	10	-1	7	-9	1	-5
COc1ccc(-c2c(NC(=O)c3ccco3)n(-c3ccc(C)cc3)nc(C)c2=O)cc1	-2	4	0	-3	-4	10	6	-4
CC(C)(C)c1ccc(C(=O)N2CCN(c3ncccn3)CC2)cc1	-14	7	-12	10	4	0	8	0
CCOC(=O)CN(C(=O)COc1nc(C)cc(C)c1C#N)c1cccc(Cl)c1	14	-4	8	8	2	1	13	-2
CC(C(=O)N(C)Cc1ccccc1)N1CCN(C/C=C/c2ccccc2)CC1 (stereo not drawn)	5	24	-5	-15	23	-7	20	-6
Cc1cc(NC(=O)CC(C)C)c(=O)n(Cc2cccc(F)c2)c1	-11	0	8	16	-5	-13	-7	1
CN(C(=O)c1cccc(OC2CCN(S(=O)(=O)N(C)C)CC2)c1)C1CCOC1 (stereo not drawn)	-3	-2	2	11	5	36	6	-2
COc1ccccc1C(=O)NCCC(=O)N1CCN(c2ccccc2Cl)CC1	8	0	-1	9	2	1	-6	-4
CCOC(=O)c1cccc(NC(=O)Cn2cc3c(n2)CCC(C)C3)c1 (stereo not drawn)	7	0	4	-53	-4	42	-1	-2
COc1ccc(S(=O)(=O)N/N=C(/C)c2ccncc2)cc1OC	3	-4	4	0	-3	3	-3	3
CN(C(=O)/C=C/c1ccc([N+](=O)[O-])s1)c1ccccc1	2	-7	-9	-8	-14	-1	-7	2
Cc1cccc(Cn2cnc3c(nnn3Cc3ccc(F)cc3)c2=O)c1	7	2	5	11	19	4	-1	-3
CCOC(=O)c1oc2cc(O)c(CC)cc2c(=O)c1-c1ccc2c(c1)OCCO2	23	-7	1	-20	-2	-2	7	-5
CCc1nnc(NC(=O)c2ccc(-c3ccc(Cl)cc3)o2)s1	14	4	7	22	-7	2	-3	0
Cc1cccc(NC(=O)C(c2cccc([N+](=O)[O-])c2)N2CCCCC2)c1 (stereo not drawn)	23	-5	2	5	7	12	4	-5

3 entries already listed, arranged by length of the SMILES, smallest number first:
SMILES	CCR6 antagonist	ATG4B inhibitor	CXCR6 block	APJ antag	UBC13 polyUb	Gli-Sufu block	EBI2 block	APJ agonist
Cc1cc(NC(=O)CC(C)C)c(=O)n(Cc2cccc(F)c2)c1	-11	0	8	16	-5	-13	-7	1
COc1ccccc1C(=O)NCCC(=O)N1CCN(c2ccccc2Cl)CC1	8	0	-1	9	2	1	-6	-4
Cc1cccc(NC(=O)C(c2cccc([N+](=O)[O-])c2)N2CCCCC2)c1 (stereo not drawn)	23	-5	2	5	7	12	4	-5

(further entries)
SMILES	CCR6 antagonist	ATG4B inhibitor	CXCR6 block	APJ antag	UBC13 polyUb	Gli-Sufu block	EBI2 block	APJ agonist
COc1ccc(OC2CCN(C(=O)Nc3ccc(C)cc3)CC2)cc1	3	9	-12	-22	4	19	83*	-2
CCN(CC(=O)NCc1ccco1)S(=O)(=O)c1ccc(F)cc1	12	-1	-7	1	3	-8	-11	0
O=C(CN1C(=O)c2cccc3cccc1c23)NCc1ccc2c(c1)OCO2	0	-10	-1	0	16	-1	-22	2
CCC(=O)N=c1sc2c(OC)ccc(OC)c2n1C	3	2	3	1	9	-6	1	-3
COc1ccccc1CCC(=O)OCC(=O)NC1CCCC1	9	-9	6	16	-1	-5	-1	8
CCNS(=O)(=O)c1ccc(CCC(N)=O)cc1	11	0	-1	16	4	-2	4	0
COCC(C)NS(=O)(=O)c1ccc(C(=O)NCCCn2ccc3ccccc32)cc1 (stereo not drawn)	-5	-1	7	4	-9	4	3	-2
O=C1CCC([N+](=O)[O-])C(c2ccc(F)c(Br)c2)N1 (stereo not drawn)	-3	0	-3	0	4	0	-2	-2
O=c1[nH]c2cc3c(cc2cc1CN(CCCO)C(=S)NCc1ccco1)OCO3	13	4	5	8	2	-5	-7	-3
O=C(Nc1ccc(O)cc1)c1ccc(NC(=O)c2cccs2)cc1	14	3	-8	2	7	0	-1	0
CN(CC(=O)Nc1ccc(Cl)c(C(F)(F)F)c1)C(=O)c1ccc(OCC2CCCO2)cc1 (stereo not drawn)	8	-7	-5	-3	-2	10	-12	-2
CCC(=O)NC(=S)Nc1ccccc1C(=O)NC1CCCCC1	13	3	5	13	-7	-4	3	-2
Cc1c(-c2nc(N)nc(Nc3ccc(F)cc3)n2)oc2ccccc12	0	-2	-3	-6	24	-71	20	2
COc1ccc(C2NS(=O)(=O)OCC2C)cc1 (stereo not drawn)	8	1	0	7	1	2	-3	-1
O=C(Nc1ncn[nH]1)c1cc(S(=O)(=O)Nc2ccc(Cl)cc2)ccc1Cl	-2	2	2	-6	-1	-6	-6	-4
COc1cc(S(=O)(=O)N2CCN(c3ccccc3F)CC2)c(OC)cc1Cl	2	24	1	-2	-8	1	1	-5
O=C(O)C(Oc1ccc2c3c(c(=O)oc2c1)CCC3)c1ccccc1 (stereo not drawn)	18	-11	2	14	-14	2	1	1
COc1ccc(Cl)cc1NC(=O)C1CSC(c2ccncc2)=N1 (stereo not drawn)	28	-5	5	14	10	7	-3	-6
Cc1cc(C)c(Cn2c3ccccc3c3cnn(CC(=O)NCCN4CCOCC4)c(=O)c32)c(C)c1	-1	-14	4	-5	28	13	3	1
Nc1nnnn1/N=C/c1cccc(Oc2ccccc2)c1	-4	-4	-5	18	-8	-6	4	-5
CCC(C)(C)NC(=O)CN(C(=O)CCC(=O)Nc1cc(C)ccn1)c1ccc2c(c1)OCO2	-2	-11	4	1	5	-3	-15	-5
Cc1cc(C(=O)NNC(=O)c2cccc([N+](=O)[O-])c2)n[nH]1	7	2	0	2	4	1	-6	-4
O=[N+]([O-])c1ccc(N2N=C(c3ccco3)CC2c2ccccc2)cc1 (stereo not drawn)	40	-2	23	15	-93	-4	5	-8
Cc1ccccc1C(=O)NCC(c1ccco1)N1CCc2ccccc2C1 (stereo not drawn)	12	-3	12	-29	2	-2	2	-2
Cc1nc2ccccc2n1CCC(=O)O	-12	3	10	-1	-3	1	-20	-2
O=c1[nH]nc(SCc2ccccc2)c(=O)[nH]1	-29	-4	0	4	6	-11	-19	1
CCOC(=O)c1cc(CC)sc1NC(=O)CC1SC(N)=NC1=O (stereo not drawn)	10	-13	2	10	6	5	9	-2
CCOC(=O)C1(Cc2cccc(OC)c2)CCCN(Cc2cnn(C)c2)C1 (stereo not drawn)	18	-6	5	2	5	·	0	0
CCN(CC)c1ccc(/C=N/NC(=O)CN2CCCc3ccccc32)cc1	11	4	5	4	2	-3	11	-3
Cc1cc(C(=O)CSc2nnc(-c3ccncc3)n2-c2ccccc2)c(C)n1C	4	7	-5	8	6	-18	-14	-2
O=C(NC1CCCCC1)C1CCCN(S(=O)(=O)c2ccc(Br)s2)C1 (stereo not drawn)	8	-4	4	-6	-5	5	5	-3
Cc1oc(-c2ccccc2)cc1C(=O)Nc1cccc(/C=C/C(=O)O)c1	-11	-6	-4	12	-3	3	1	-2
O=C(NC1CSCC1OC(=O)c1ccccc1)c1ccccc1 (stereo not drawn)	15	-7	-1	1	21	5	4	2
COc1ccccc1C(=O)Nc1nnc(-c2ccc3c(c2)CCCC3)o1	3	2	1	-57	-9	-6	1	0
Cc1ccc(S(=O)(=O)N2CCN(C(=O)c3ccc(-n4cncn4)c([N+](=O)[O-])c3)CC2)cc1	-9	-2	-15	-71	-9	1	-4	13
